NPYLR7 ag = agonists of mosquito NPYLR7 receptor, primary screen, cell-based, Aedes aegypti, calcium fluorescence, mosquito biting behavior | Aedes aegypti neuropeptide Y-like receptor 7 (NPYLR7) | HEK293T NPYLR7/Galpha15, GCaMP6s calcium fluorescence | activation, % at 10 µM | 270,000 compounds, 0.15% hits | AID 1259423, 2018; in the data active = activation above about 40%;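 note: 0% = vehicle and 100% = reference agonist at the receptor; some compounds past the cut are filed as inactive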
hcGAS inh = Primary biochemical luminescence assay for human cyclic GMP-AMP synthase inhibitors; recombinant h-cGAS, ATP depletion, Kinase-Glo luminescence; inhibition, % at 12.5 µM; 290,000 compounds, 0.081% hits; AID 1259398, 2018;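 note: 0% = vehicle reaction and 100% = reaction without DNA for no activity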
Target sequence (Q8N884 whole entry, looked up): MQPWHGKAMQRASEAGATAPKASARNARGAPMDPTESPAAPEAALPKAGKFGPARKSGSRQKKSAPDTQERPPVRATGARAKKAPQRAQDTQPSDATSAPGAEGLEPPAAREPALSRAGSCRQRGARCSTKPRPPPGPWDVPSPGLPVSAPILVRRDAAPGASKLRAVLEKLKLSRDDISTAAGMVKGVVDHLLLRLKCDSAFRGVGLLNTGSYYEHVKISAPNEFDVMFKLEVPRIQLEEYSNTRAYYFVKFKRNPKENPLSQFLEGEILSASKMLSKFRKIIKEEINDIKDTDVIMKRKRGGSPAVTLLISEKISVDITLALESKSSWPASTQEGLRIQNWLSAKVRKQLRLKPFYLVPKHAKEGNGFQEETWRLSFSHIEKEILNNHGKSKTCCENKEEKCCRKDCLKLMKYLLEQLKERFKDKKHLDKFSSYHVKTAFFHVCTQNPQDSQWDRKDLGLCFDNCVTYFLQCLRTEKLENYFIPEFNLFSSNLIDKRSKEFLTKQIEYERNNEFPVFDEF
mcGAS inh = cyclic GMP-AMP synthase inhibitors, mouse, primary biochemical chemiluminescence. recombinant cGAS, Kinase-Glo ATP depletion luminescence. inhibition, % at 12.5 µM. 160,000 compounds, 0.15% hits;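 note: 0% = negative control wells and 100% = reference inhibitor with no enzyme activity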
Active calls of the source: *; x = no result given; & = joins results of further samples. Cut-off read from the data, not from the text of the source, unless noted: active = inhibition above about 40%; inactive = the rest.

[1] Cc1c(Br)c([N+](=O)[O-])nn1CC(=O)NCc1cccnc1
[2] Cn1ccc(NC(=O)CCc2ccc3c(c2)OCO3)n1
[3] COc1ccc(S(=O)(=O)N2CCN(C3CC(=O)N(c4cc(Cl)cc(Cl)c4)C3=O)CC2)cc1 (stereo not drawn)
[4] CCC(C(=O)N1CCN(Cc2cc(=O)c(OCc3cc(C)cc(C)c3)co2)CC1)c1ccccc1 (stereo not drawn)
[5] COc1cccc(-n2cc(CN(C)C(=O)CC3C(=O)NCCN3CC(C)C)cn2)c1 (stereo not drawn)
[6] C(=C\c1cccc(N2CCNCC2)c1)/c1ccccc1
[7] COc1ccc2c(c1)CCc1c(-c3ccc(C(=O)NCCc4cccs4)cc3)n[nH]c1-2
[8] C=c1occc1=C1NN=C(SCC(=O)NC(=O)c2cccn2C)O1
Assay by compound,1,2,3,4,5,6,7,8
NPYLR7 ag,-3,6,3,26,8,6,27,0
hcGAS inh,-6,-14,-7,-11,-7,-3,-2,-3
mcGAS inh,-8,x,-3,-7,x,-18,-5,x

[9] CC(NC(=O)NC(=O)N(C1CCCCC1)S(C)(=O)=O)C1CC2CCC1C2 (stereo not drawn)
[10] NC(N)=NCCCN1CCCC1
[11] Cc1sc2nc(SC(C(N)=O)c3ccccc3)n(C(C)C)c(=O)c2c1C (stereo not drawn)
[12] CCCCOc1ccc(C(=O)Nc2nnc(SCC(=O)Nc3nnc(SCC)s3)s2)cc1
[13] COc1cn(CC(=O)NCc2ccccc2Cl)c(CSc2nnnn2C)cc1=O
[14] O=C(CS(=O)Cc1cc(Cl)c2c(c1)OCCO2)N1CCc2ccccc21 (stereo not drawn)
[15] CCn1c(C2CCCN(C(=O)Nc3ccccc3)C2)nn(CCN(C)C)c1=O (stereo not drawn)
[16] Cc1nc(C2CCNCC2)cc(N2CCCC2c2nc3ccccc3[nH]2)n1 (stereo not drawn)
Assay by compound,9,10,11,12,13,14,15,16
NPYLR7 ag,7,-1,3,-5,-2,8,x,7
hcGAS inh,-13,2,-9,-4,-7,-5,-8,-2
mcGAS inh,x,x,x,x,-4,x,-13,x

Molecules listed so far that have sulfur (8):
[3] COc1ccc(S(=O)(=O)N2CCN(C3CC(=O)N(c4cc(Cl)cc(Cl)c4)C3=O)CC2)cc1 (stereo not drawn)
[7] COc1ccc2c(c1)CCc1c(-c3ccc(C(=O)NCCc4cccs4)cc3)n[nH]c1-2
[8] C=c1occc1=C1NN=C(SCC(=O)NC(=O)c2cccn2C)O1
[9] CC(NC(=O)NC(=O)N(C1CCCCC1)S(C)(=O)=O)C1CC2CCC1C2 (stereo not drawn)
[11] Cc1sc2nc(SC(C(N)=O)c3ccccc3)n(C(C)C)c(=O)c2c1C (stereo not drawn)
[12] CCCCOc1ccc(C(=O)Nc2nnc(SCC(=O)Nc3nnc(SCC)s3)s2)cc1
[13] COc1cn(CC(=O)NCc2ccccc2Cl)c(CSc2nnnn2C)cc1=O
[14] O=C(CS(=O)Cc1cc(Cl)c2c(c1)OCCO2)N1CCc2ccccc21 (stereo not drawn)
Assay by compound,3,7,8,9,11,12,13,14
NPYLR7 ag,3,27,0,7,3,-5,-2,8
hcGAS inh,-7,-2,-3,-13,-9,-4,-7,-5
mcGAS inh,-3,-5,x,x,x,x,-4,x

Further compounds
[17] O=C(Cn1nc2sc3ccccc3n2c(=O)c1=O)c1cccs1
[18] CC(C)(C)NC(=O)N1CCn2cccc2C1c1ccncc1 (stereo not drawn)
[19] O=C(NCCc1ccccc1)n1ccnc1
[20] CCCCN(CC(=O)N1CCc2sccc2C1c1ccc(Cl)cc1)C(=O)Cc1ccc(F)cc1 (stereo not drawn)
[21] CC(C)(C)c1ccc(-n2ncc3c2CCN(C(=O)CCc2ccc4c(c2)OCO4)C3)cc1
[22] O=C1c2ccccc2C(=O)N1CC(O)COc1cccc2ccccc12 (stereo not drawn)
[23] Cc1ccccc1-n1ncc(C(C)NC(=O)CSc2ncccn2)c1C (stereo not drawn)
[24] O=C1CC(C(=O)Nc2cc(C(F)(F)F)cc(C(F)(F)F)c2)c2ccccc2N1 (stereo not drawn)
Assay by compound,17,18,19,20,21,22,23,24
NPYLR7 ag,-2,8,-2,2,1,-1,6&4,2
hcGAS inh,0,-4,-15,-7,0,-7,-7&-8,-1
mcGAS inh,x,x,x,-5,x,x,x,-7

[25] COCc1nc(NCc2nc(C)c3c(n2)CCCC3)c2cnn(C)c2n1
[26] Nc1nc(N2CCN(Cc3ccccc3)CC2)nc(NCCO)c1[N+](=O)[O-]
[27] CC(=O)C(C)n1c(=O)c2c(nc3n(-c4cccc(Cl)c4)c(C)cn23)n(C)c1=O (stereo not drawn)
[28] COc1cccc(C(=O)N2CCN(c3cc(Oc4ccc(F)cc4F)ncn3)CC2C)c1 (stereo not drawn)
[29] CN1CCN(CCOCCOc2ccccc2)CC1
[30] CNC(=O)C(C#N)C(=O)CC(C)C1CCCCC1 (stereo not drawn)
[31] Cc1ccc(CSCCNC(=O)c2ccc(N(C)C)cc2)cc1
[32] CCN(Cc1ccc(CN(C)C)cc1)C(=O)/C=C(/C)C1CC1
Assay by compound,25,26,27,28,29,30,31,32
NPYLR7 ag,-1,0,x,-1,6,8,0,4
hcGAS inh,-4,-8,-10,-1,-10,-8,-3,0
mcGAS inh,x,x,-8,-1,x,x,x,x

[33] CCOC(=O)C1(CCCc2ccccc2)CCN(C(=O)c2ccc(COC)s2)CC1
[34] NC(=O)COc1ccc(-c2ccc(Br)cc2)cc1
[35] Cc1cccc(C(C(=O)NCc2nc(C)cc(C(F)(F)F)n2)N(C)C)c1 (stereo not drawn)
[36] CC(C)NC[C@@H](O)c1ccc(O)c(O)c1
[37] Cc1cc(=O)[nH]c(-n2nc(C)c(CCC(=O)NCc3ccc(F)cc3)c2C)n1
[38] CC(C)c1ccc(NC(=O)c2ccc(=O)n(-c3ccc(F)cc3)n2)cc1
[39] S=c1[nH]nc(-c2snnc2-c2ccccc2)n1-c1ccccc1
[40] COc1ccc(S(=O)(=O)CCC(=O)N(CCN(C)C)c2nc3c(C)ccc(C)c3s2)cc1
Assay by compound,33,34,35,36,37,38,39,40
NPYLR7 ag,4,4,7,32&42,2,9,-9,1
hcGAS inh,-5,-9,-3,-8&-7,-9,-10,1,2
mcGAS inh,-10,x,x,-6&-6,x,x,2,x

Profiles, looked up by structure.
`COc1ccc(S(=O)(=O)CCC(=O)N(CCN(C)C)c2nc3c(C)ccc(C)c3s2)cc1` across the screens: NPYLR7 ag = 1; hcGAS inh = 2; mcGAS inh = x
`S=c1[nH]nc(-c2snnc2-c2ccccc2)n1-c1ccccc1` across the screens: NPYLR7 ag = -9; hcGAS inh = 1; mcGAS inh = 2

(list continues)
[41] CCSC1CCC1(O)CNCc1cnc(-c2cccs2)s1 (stereo not drawn)
[42] CCCCCCCCc1nc(SC)n[nH]1
[43] Cc1c(CCC(=O)O)c(=O)oc2cc3occ(C(C)(C)C)c3cc12
[44] COc1cccc(NC(=O)N(CC(=O)N(CCc2ccc(OC)c(OC)c2)Cc2ccco2)C(C)C)c1
[45] CSc1cccc(-n2nnc(C(=O)OCc3nc(-c4ccc(C)cc4)oc3C)c2C)c1
[46] CC(C)(Oc1ccc(C(N)=O)cc1)C(=O)N1CCC(c2ccccc2)CC1
[47] COc1cccc(CNCCCN2CCOCC2)c1O
[48] O=c1cc(N2CCOCC2)oc2c1ccc1ccccc12
Assay by compound,41,42,43,44,45,46,47,48
NPYLR7 ag,6,0,0,x,8,-6,1,1
hcGAS inh,-10,-6,-8,-9,-3,-1,-7,-7
mcGAS inh,x,x,x,-4,-7,1,x,-7

[49] CC(C)(C)c1ccc(C2=NC(=Cc3ccc(C(=O)O)cc3)C(=O)O2)cc1
[50] Cc1ccccc1-c1cnc(-c2ccncc2)nc1C1CCCN(C(=O)/C=C/c2ccc(F)cc2)C1 (stereo not drawn)
[51] Cc1noc(C)c1CCC(=O)NC1(c2ccc3c(c2)OCCO3)CCCC1
[52] COCCNC(=S)NCc1ccc2c(c1)cc(C)n2C
[53] CC(C)(C#N)c1ccc(NC(=O)NC2CCCC2CO)cc1 (stereo not drawn)
[54] Cc1cnccc1CNC(=O)COc1ccccc1Cl
[55] C=CCn1c(C)cc(C2=NNC(=Nc3ccc(F)cc3)SC2)c1C
[56] CCOc1ccccc1C(=O)N(C)CCCN1c2ccccc2CCc2ccccc21
Assay by compound,49,50,51,52,53,54,55,56
NPYLR7 ag,-3,15,1,6,3,x,1,-8
hcGAS inh,-3,-7,6,-2,-11,-8,-10,-9
mcGAS inh,-3,-12,-1,x,x,-12,-9,-2

[57] N#CCCn1c(CC(=O)NCc2ccccc2[N+](=O)[O-])nc2ccccc21
[58] Cc1ncc([N+](=O)[O-])n1CCNC(=O)[C@H](CC(=O)OC1CCCCC1)NC(=O)OC(C)(C)C
[59] CCOc1ccc(N2C(=O)NC(=O)/C(=C/c3ccccc3OC)C2=O)cc1
[60] CC1CCN(c2onc(-c3ccccc3)c2CN(Cc2ccco2)C(=O)C2CC2)CC1
[61] CCOc1ccccc1-c1nnc(SC(C)C(=O)N2CCNC2=O)o1 (stereo not drawn)
[62] CCCSc1ncc(-c2nccn2CCc2scnc2C)cn1
[63] Cc1c(C(=O)NCc2cccs2)sc(=O)n1CC(=O)c1ccc(F)cc1
[64] COc1ccccc1-n1ncc2c(C)nnc(SCc3cccnc3)c21
Assay by compound,57,58,59,60,61,62,63,64
NPYLR7 ag,-14,-3,5,2,10,-2,1,-10
hcGAS inh,-2,-5,5,-11,-11,-8,-5,0
mcGAS inh,x,-4,-9,-7,x,-11,x,-8

[65] Cc1ccc(C)c(S(=O)(=O)N(CC(=O)NC2CCCCC2)Cc2ccco2)c1
[66] COCCCNC(=O)CN(c1ccc(C)cc1)S(=O)(=O)c1ccc(SC)cc1
[67] O=C(c1cccs1)N1C[C@H]2OC(=O)N(CCc3ccc(F)cc3)[C@H]2C1
[68] CCOC(=O)c1c(C)[nH]c(C(=O)C(C)SC2CCCCC2)c1C (stereo not drawn)
[69] O=C(NCc1nnnn1C1CCCCC1)C1CC1
[70] CC(C)Cn1c(CN2CCC(n3cc(C4CC4)nn3)CC2)nc2ccccc21
[71] Cc1ccc(C(=O)N(C)CCC(C)O)cc1S(=O)(=O)N1CCCCC1 (stereo not drawn)
[72] CCOC(=O)c1cnc(SCC)[nH]c1=O
Assay by compound,65,66,67,68,69,70,71,72
NPYLR7 ag,8,-4,10,0,23,0,0,3
hcGAS inh,-10,-2,-6,4,-6,-4,-6,11
mcGAS inh,x,-9,-14,x,-9,x,x,0

[73] Cc1ccc2c(c1)N(Cc1cccc(C#N)c1)N=C(C(=O)N1CCCC1)S2(=O)=O
[74] CCCN(Cc1ccccc1O)C(=O)c1ccc(-c2cnco2)cc1
[75] CCN(CC(=O)N1CCc2sccc2C1COc1ccccc1OC)CC(O)Cc1ccccc1 (stereo not drawn)
[76] COCCn1c(SCC(=O)Nc2nccs2)nc2c(c1=O)SC(C)C2 (stereo not drawn)
[77] COc1ccc(OCC(O)CN(CCN2CCOCC2)Cc2ccc(C)cc2)cc1 (stereo not drawn)
[78] Cc1cc2c(=O)n(Cc3ccco3)c(SCC(=O)Nc3cccc(O)c3)nc2s1
[79] CC(C)CC(=O)N1CC(=O)N2CCc3cc(F)ccc3C2C1 (stereo not drawn)
[80] COC(=O)c1cc(NC(=O)CSc2nc(C)nc3sc4c(c23)CCC4)cc(C(=O)OC)c1
[81] CCc1nc2ccc(C(=O)NC3CCN(C)CC3)cn2c1N(C=O)CC
[82] Cn1c(=O)c2c(ncn2CCCC(=O)NCc2ccco2)n(C)c1=O
[83] Cc1cc(F)ccc1CC(=O)N1CCNCC1C(=O)NC1CC1 (stereo not drawn)
Assay by compound,73,74,75,76,77,78,79,80,81,82,83
NPYLR7 ag,-13,5,17,-8,26,-10,-2,-8,-6,1,10
hcGAS inh,1,-7,-6,-10,-2,-3,-2,-4,-7,-4,-10
mcGAS inh,x,-9,-4,x,-5,-2,-6,-5,-2,x,-12

Bioassay records deposited in PubChem BioAssay by Fisher Drug Discovery Resource Center.
